Source: PubChem
P. falciparum M1AAP: malaria alanyl aminopeptidase activity blockers – biochemical, fluorogenic H-Leu-NHMec substrate, 1536-well (AID 1445). recombinant M1AAP, H-Leu-NHMec fluorogenic kinetic assay; higher % means a stronger effect. inhibition, % at 30 µM; hits with a dose series show IC50 in µM. actives 0.42% (n = 220,000);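 active = primary inhibition above the hit cutoff, then over 50% inhibition at one or more dose response concentrations, cut at about 23% in these data, passing the limit was not always enough; inconclusive = conflicting primary data, or primary hits not chosen for dose response; inactive = low primary inhibition, or under 50% at every dose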;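 also: plate controls were DMSO full reaction for no effect and no enzyme background for full effect; strong numbers were not always called active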
P. falciparum M17LAP: P. falciparum M17LAP inhibitors, primary screen, biochemical, fluorogenic H-Leu-NHMec substrate, 1536-well (AID 1619); actives 0.38% (n = 220,000); inhibition, % at 30 µM, or IC50 in µM where a hit was titrated; recombinant M17LAP, H-Leu-NHMec fluorogenic kinetic assay; higher % means a stronger effect;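 active = compound inhibiting the enzyme by more than half at any dose during confirmatory dose-response retesting; inconclusive = strong single-dose inhibitors picked by rank but not retested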;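 also: plate controls were full reaction with DMSO carrier for no effect and no enzyme background for full effect; strong numbers were not always called active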
human PMI inhibition: inhibitors of human PMI, primary screen, biochemical, fluorescence intensity, coupled assay (AID 1209) | actives 0.42% (n = 190,000) | inhibition, % at 20 µM, or IC50 in µM where a hit was titrated | purified PMI enzyme, coupled fluorescence intensity; higher % means a stronger effect;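 also: plate controls were DMSO vehicle for no effect and wells lacking substrate for full effect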
PMI inhibition: MPI inhibition at elevated mannose 6-phosphate – biochemical, fluorescence intensity, high mannose 6-phosphate, primary screen (AID 1220) | recombinant PMI enzyme, coupled fluorescence intensity; higher % means a stronger effect | inhibition, % at 20 µM; hits with a dose series show IC50 in µM | actives 0.66% (n = 190,000)
T cell modulator: T cell immune modulators affecting CD8 T cell-vesicle binding; calls only at 7 µM; 2C CD8+ T cell-vesicle binding, flow cytometry; active compounds read low; actives 0.068% (n = 330,000);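 active = response, share of CD8 T cells binding vesicles, and their 90th percentile fluorescence all below set limits, cut at about 80% in these data, passing the limit was not always enough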
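Benchmarks: naked versus QL9-loaded vesicles / Assay system: purified 2C TCR transgenic mouse naive CD8+ T cells / Technique: high-throughput flow cytometry with anti-B7-1 and anti-CD8 staining / Timing: Cell–vesicle co-incubation 1.5 h at 37 °C, staining 20 min on ice / Read-out: percent CD8+ FL2 mean versus row control / Probe or stimulus: QL9-loaded Drosophila micro-vesicles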
West Nile virus CPE: West Nile virus antiviral activity, cell-based, CPE readout (AID 1621); actives 0.02% (n = 290,000); CPE inhibition, % at 10 µM; hits with a dose series show IC50 in µM; West Nile virus-infected cells, CPE inhibition; higher % means a stronger effect; in the data active = a potency from the dose series; inconclusive = CPE inhibition mostly from about 3.7% at the one dose, without a potency; inactive = the rest, 99 in 100 with CPE inhibition below about 2.2%; also: strong numbers were not always called active
K1F lysis inhibition: inhibition of K1F phage lysis, E. coli UTI89, bacterial capsule biogenesis inhibitors, alamar blue (AID 488966) | E. coli UTI89 K1F phage lysis, alamar blue, 2 h; higher % means a stronger effect | one-dose inhibition, % at 100 µM; IC50 in µM for titrated hits | actives 0.02% (n = 340,000);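 active = phage lysis inhibition, versus mean bacterial control, above a set limit; inconclusive = no clear call, values can overlap the other calls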;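 also: capsule biogenesis inhibitors block K1F phage lysis so surviving cells raise fluorescence; higher fluorescence means more inhibition of phage lysis; actives were called in the ten point dose series up to 300 µM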
TNAP activators: stimulation of alkaline phosphatase TNAP activity – biochemical, luminescent, no phosphate acceptor, uHTS, primary screen (AID 1001) | activation fold at 20 µM; hits with a dose series show EC50 in µM | actives 0.03% (n = 200,000) | purified TNAP, luminescent activation assay, no phosphate acceptor; higher activation fold means a stronger effect; in the data active = activation fold from about 3, or a potency from the dose series; inactive = the rest, 99 in 100 with activation fold below about 1.6; also: many of its hits are not listed in these tables
RSV antiviral HEp-2: RSV antiviral activity via CPE protection, HEp-2 cells, primary 10 µM value included (AID 2391). HEp-2 cells, RSV-induced CPE inhibition; higher % means a stronger effect. one-dose CPE inhibition, % at 10 µM; IC50 in µM for titrated hits. actives 0.13% (n = 310,000); in the data active = a potency from the dose series; inconclusive = CPE inhibition mostly from about 23% at the one dose, without a potency; inactive = the rest, 99 in 100 with CPE inhibition below about 21%; also: strong numbers were not always called active
T cell modulator vesicle-bound %: also measured in T cell modulator; calls as there; double positive events, %; measured here: CD8+ vesicle-bound cell fraction;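 binding gate set so that unloaded-vesicle control wells show 10% double positive cells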
The depositor's hits bear a star; i = inactive; ? = inconclusive; / = not tested or not shown; & = joins results of further samples; [ ] = remark or other dose. Rule as the data show it, unless noted: active = inhibition above about 50%; inactive = the rest.

SMILES | P. falciparum M1AAP | P. falciparum M17LAP | human PMI inhibition | PMI inhibition | T cell modulator | T cell modulator vesicle-bound % | West Nile virus CPE | K1F lysis inhibition | TNAP activators | RSV antiviral HEp-2
COc1ccc(Nc2nc(C(=O)N3CCc4ccccc4C3)cs2)cc1 | 0.9% | 55.5% | / | / | i | 21.1 | -0.8% | 0.2% | 1.1 | 21.4%
Cc1ccc(C)c(C(=O)COc2ccc(C)nc2[N+](=O)[O-])c1 | -1.6% | -0.9% | 22.4% | 18.4% | i | 6.3 | ? | 0.1% | 1 | 6.2%
COc1ccccc1CN1CC(C(=O)NCCCc2ccc(F)cc2)CCC1=O (stereo not drawn) | / | / | / | / | i | 28.2 | 0.4% | -0.1% | / | 13.1%
COCCn1c(=O)[nH]c2cc(C(=O)OC)ccc2c1=O | 4.5% | -19.0% | -6.6% | 1.5% | i | 21.9 | 0.0% | 0.2% | 1 | 2.0%
Cn1c(C(=O)N2COCC2(C)C)cc2c(=O)n3ccccc3nc21 | 13.8% | -433.7% | 13.8% | 10.3% | i | 23.8 | / | 0.4% | 1.1 | 1.6%
O=C1CCCc2nc(N3CCCCC3)sc21 | 10.2% | 27.2% | 10.5% | 10.9% | i | 56.6 | 0.4% | 0.3% | 1.1 | 1.7%
N#C/C(=C/C=C/c1ccccc1)C(=O)Nc1ccccc1 | 15.2% | -4.1% | -1.9% | -4.6% | i | 21.1 | -0.4% | 1.7% | 1.1 | 3.0%
CCOc1c(Cl)cc(CNCC(C)C)cc1OC | 2.7% | -1.2% | -7.2% | -7.8% | i | 22.8 | -0.5% | 1.0% | 1.2 | -0.1%
C=CCN(C(=O)Cn1nc(C)n2c(cc3cc(C)ccc32)c1=O)c1ccccc1 | / | / | / | / | i | 8.3 | -0.1% | -0.1% | / | 38.2%
O=C(/C=C/Nc1ccc(F)cc1)c1ccco1 | 3.1% | 12.0% | 12.3% | 2.2% | i | 25.3 | 0.0% | -0.1% | 1.1 | 2.6%
COc1ccc(/C=N/NC(=O)c2cccnc2)c(C(=O)O)c1OC | 0.6% | 6.0% | / | / | i | 58.8 | 0.7% | -0.1% | / | -0.3%
Cc1cc(C)cc(N(CC(=O)NCc2ccco2)C(=O)CCC(=O)Nc2ccccn2)c1 | 2.7% | -2.2% | 5.3% | 6.4% | / | / | -0.1% | 0.2% | 1 | /
CC1(C)Oc2ccc(C(=O)NC3CCCC3)cc2N(CC(=O)NC2CCCCC2)C1=O | 0.1% | -7.6% | 1.2% | -3.1% | i | 32.8 | -0.9% | 0.3% | 1.1 | -1.4%
COc1ccccc1CC(=O)Nc1ccc(-c2nnc(-c3ccco3)o2)cc1 | 9.3% | 3.4% | 15.8% | 14.0% | i | 28.4 | -0.4% | 0.2% | 1 | 2.1%
Cc1cc(O)c(-c2cc(C(=O)Nc3ccc(S(=O)(=O)N4CCOCC4)cc3)[nH]n2)cc1C | 4.1% | -0.8% | 11.1% | 17.6% | i | 28.9 | 0.7% | 0.3% | 1.3 | 1.4%
CCc1ccc(N(C(=O)c2csnn2)C(C(=O)NC2CCCCC2)c2cccnc2)cc1 (stereo not drawn) | / | / | / | / | i | 31.7 | -0.7% | -0.5% | / | 0.5%
Cc1ccnc(NS(=O)(=O)c2ccc(NC(=O)c3cncc(Br)c3)cc2)n1 | -0.3% | 6.7% | -2.4% | -0.6% | i | 39.7 | 0.3% | 0.7%[50 µM] | 1 | 0.8%
CCC(CC)C(=O)Nc1cccc(C(=O)NCCc2ccccc2)c1 | 1.6% | 29.1% | 3.1% | 1.8% | i | 34.5 | -1.2% | 0.9% | 1.1 | 4.3%
Cc1cccc(NC(=O)CSc2ccc(-c3cccs3)nn2)c1C | -1.9% | 1.6% | 14.7% | 15.0% | i | 19.8 | -0.8% | 0.0% | 1.1 | 0.8%
CN1CCc2c(sc3nc(SCC(N)=O)n(-c4ccccc4)c(=O)c23)C1 | 7.9% | 5.6% | 9.7% | 1.8% | i | 12.4 | 0.2% | -0.4% | 1.1 | -0.2%
COc1ccccc1NC(=O)Cc1noc(CSc2cc(C)c3ccccc3n2)n1 | -2.6% | -11.8% | -16.3% | -38.5% | i | 40.3 | -0.4% | 0.1% | 1.1 | ?
COc1cc(CCC(=O)OCC(=O)N(CCC#N)c2ccccc2)cc(OC)c1OC | / | / | / | / | i | 42.4 | -0.1% | -0.6% | / | 1.6%
O=C(Nc1ccc(Cl)c(Cl)c1)N1CCCCCC1 | / | / | / | / | i | 1.6 | -0.8% | -0.7%[50 µM] | / | 11.3%
Fc1cccc(NC(=S)NC2CCCCCCC2)c1 | / | / | / | / | i | 11.4 | -0.5% | 0.2% | / | 6.1%
Cc1nc2cc(C(=O)OCC(=O)NC3CCS(=O)(=O)C3)ccc2n1-c1ccccc1 (stereo not drawn) | 5.7% | 4.1% | 1.6% | 2.1% | i | 56.6 | 0.2% | -0.7% | 1.1 | -0.9%
CSc1ncccc1C(=O)NCC12CC3CC(CC(C3)C1)C2 | -2.8% | -11.5% | 21.6% | 1.4% | i | 62.4 | -0.8% | -2.5% | 1.2 | -0.8%
C=CCSc1nc(N)c2c3c(sc2n1)CN(C)CC3 | / | / | / | / | i | 28.3 | -1.2% | -1.1%[50 µM] | / | 0.6%
COc1ccc(C)cc1S(=O)(=O)N(CC(=O)O)c1ccc(F)cc1 | 2.3% | 0.6% | 11.9% | 7.9% | i | 48.8 | 0.2% | 0.1% | 1 | 2.0%
CCc1nccn1S(=O)(=O)c1ccc(OC)c(C)c1C | 3.1% | 0.7% | -16.3% | -11.7% | i | 59.6 | -0.1% | -0.8% | 1.2 | 0.0%
COC(=O)c1ccc(S(=O)(=O)N(C2CCCCC2)C2CCCCC2)n1C | 5.8% | -0.9% | / | / | i | 8.1 | -1.3% | 3.9% | / | 0.0%
CCOC(=O)c1ccc(NC(=O)CSc2ccc(-c3ccccn3)nn2)cc1 | / | / | / | / | i | 16.1 | -0.7% | 0.1% | / | 6.0%
COC(=O)c1ccc2nc(Nc3nc4c(F)cc(F)cc4s3)sc2c1 | 17.5% | -2.5% | 4.7% | 11.6% | i | 47.4 | -1.7% | 6.0% | 2.6 | 20.0%
C/C(=N\NC(=O)c1cccnc1)c1ccc(C)c([N+](=O)[O-])c1 | 4.3% | -1.3% | 0.4% | 6.3% | i | 29.0 | -0.1% | -0.3% | 1.1 | 3.0%
CC(=O)Nc1ccc(NC(=O)Cn2cc3c(n2)CCCC3)cc1 | 5.5% | 0.1% | 7.8% | 4.0% | i | 9.0 | 0.4% | 0.5% | 1.1 | 3.7%
COc1c(CC=C(C)C)cc(C2CC(=O)c3c(O)cc(O)cc3O2)cc1CC=C(C)C (stereo not drawn) | 10.1% | 5.6% | / | / | i | 56.3 | -1.6% | 1.4% | / | -1.9%
NC1=NC(c2ccc(Br)cc2)n2c(nc3ccccc32)N1 (stereo not drawn) | 14.3% | -14.3% | 22.9% | 22.1% | i | 21.2 | -0.1% | 6.1%&0.2% | 1.4 | 1.2%

7 entries already listed, arranged by number of heavy atoms, rising.
SMILES | P. falciparum M1AAP | P. falciparum M17LAP | human PMI inhibition | PMI inhibition | T cell modulator | T cell modulator vesicle-bound % | West Nile virus CPE | K1F lysis inhibition | TNAP activators | RSV antiviral HEp-2
C=CCSc1nc(N)c2c3c(sc2n1)CN(C)CC3 | / | / | / | / | i | 28.3 | -1.2% | -1.1%[50 µM] | / | 0.6%
CSc1ncccc1C(=O)NCC12CC3CC(CC(C3)C1)C2 | -2.8% | -11.5% | 21.6% | 1.4% | i | 62.4 | -0.8% | -2.5% | 1.2 | -0.8%
CC(=O)Nc1ccc(NC(=O)Cn2cc3c(n2)CCCC3)cc1 | 5.5% | 0.1% | 7.8% | 4.0% | i | 9.0 | 0.4% | 0.5% | 1.1 | 3.7%
COC(=O)c1ccc2nc(Nc3nc4c(F)cc(F)cc4s3)sc2c1 | 17.5% | -2.5% | 4.7% | 11.6% | i | 47.4 | -1.7% | 6.0% | 2.6 | 20.0%
COC(=O)c1ccc(S(=O)(=O)N(C2CCCCC2)C2CCCCC2)n1C | 5.8% | -0.9% | / | / | i | 8.1 | -1.3% | 3.9% | / | 0.0%
CCOC(=O)c1ccc(NC(=O)CSc2ccc(-c3ccccn3)nn2)cc1 | / | / | / | / | i | 16.1 | -0.7% | 0.1% | / | 6.0%
COc1c(CC=C(C)C)cc(C2CC(=O)c3c(O)cc(O)cc3O2)cc1CC=C(C)C (stereo not drawn) | 10.1% | 5.6% | / | / | i | 56.3 | -1.6% | 1.4% | / | -1.9%

Next section:
SMILES | P. falciparum M1AAP | P. falciparum M17LAP | human PMI inhibition | PMI inhibition | T cell modulator | T cell modulator vesicle-bound % | West Nile virus CPE | K1F lysis inhibition | TNAP activators | RSV antiviral HEp-2
O=C(O)CN1C(=O)COc2cc(S(=O)(=O)N3CCCC3)ccc21 | 0.7% | 0.6% | -6.7% | -3.6% | i | 53.2 | -0.6% | 7.5% | 1.1 | 0.2%
COc1ccc(Cl)cc1NC(=O)C1CSC(c2ccncc2)=N1 (stereo not drawn) | 2.3% | 2.4% | 12.7% | 9.2% | i | 30.1 | -0.1% | 6.3% | 1 | -0.9%
CCOc1ccccc1-c1nc(-c2ccc(NC(=O)c3ccc(Br)o3)cc2)no1 | -1.3% | 4.9% | 8.5% | 10.8% | i | 42.8 | 0.1% | / | 1.1 | 6.3%
COc1cc(NC(=O)CN2CCN(S(=O)(=O)c3ccc(C(C)C)cc3)CC2)cc(OC)c1 | 4.0% | 28.2% | 23.0% | 13.9% | i | 52.9 | -0.4% | -0.1%[50 µM] | 1.1 | 8.8%
Cc1ccc(NC(=S)NC(=O)C2CCC2)cc1C | / | / | / | / | i | 70.1 | -0.6% | -0.1% | / | 2.4%
COc1cc(C2OC(=O)c3ccccc3S2)cc(OC)c1OC (stereo not drawn) | 3.9% | -3.9% | / | / | i | 54.5 | 0.0% | 1.1% | / | 2.9%
O=C(COc1ccc(Cl)cc1)NC1=NN(c2ccccc2)C(=O)C1 | 11.7% | 16.0% | -2.4% | -2.8% | i | 49.1 | -0.5% | 0.5%[50 µM] | 1 | 0.0%
CC(C)(C)Nc1nc(Nc2ccc([N+](=O)[O-])cc2)nc(NC(C)(C)C)n1 | / | / | / | / | i | 15.3 | -1.0% | 0.6% | / | 6.4%
